Screening results as filed in PubChem BioAssay.
GlmU inhibition: inhibition of mycobacterial GlmU enzyme – biochemical, glucosamine-1-phosphate acetyltransferase (AID 1376); actives 0.25% (n = 220,000); inhibition, %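 (tested at 30 µM in the primary screen)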, or IC50 in µM where a hit was titrated; M. tuberculosis GlmU acetyltransferase enzyme assay; higher % means a stronger effect; in the data active = inhibition above about 13%; inconclusive = no clear call, values can overlap the other calls;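 also: 0% = complete reaction with vehicle and 100% = reaction without substrate; strong numbers were not always called active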
Mtb RmlCD inh: inhibitors of Mycobacterium tuberculosis RmlC and RmlD coupled enzymes. P9WH09+P9WH11. AID 1533. inhibition, % at 3.6 µM. RmlC+RmlD coupled enzyme assay, percent inhibition; primary screen in compound mixtures. actives 0.03% (n = 160,000); in the data active = inhibition mostly above about 34%, no sharp cut-off; inconclusive = no clear call, values can overlap the other calls; inactive = mostly below about 22%; also: some results filed as inactive read as strong as hits
Target sequence (P9WH09 whole entry, looked up): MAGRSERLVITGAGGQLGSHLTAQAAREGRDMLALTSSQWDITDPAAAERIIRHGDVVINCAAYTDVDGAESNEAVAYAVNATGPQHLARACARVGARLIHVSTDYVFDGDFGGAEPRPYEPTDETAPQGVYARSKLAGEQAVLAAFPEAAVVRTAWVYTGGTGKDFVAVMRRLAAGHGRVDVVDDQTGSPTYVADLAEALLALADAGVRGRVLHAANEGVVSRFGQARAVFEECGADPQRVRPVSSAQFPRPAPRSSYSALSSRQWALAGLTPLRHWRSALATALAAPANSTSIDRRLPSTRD
Target sequence (P9WH11 whole entry, looked up): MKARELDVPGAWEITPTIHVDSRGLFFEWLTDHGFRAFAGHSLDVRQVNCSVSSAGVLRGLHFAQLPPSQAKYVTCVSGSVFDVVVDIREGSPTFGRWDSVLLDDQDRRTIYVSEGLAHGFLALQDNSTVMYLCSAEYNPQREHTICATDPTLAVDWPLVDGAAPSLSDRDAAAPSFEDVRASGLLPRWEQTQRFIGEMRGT
Numbers without * were called inactive; ? = inconclusive; . = not tested or not shown. This is a subset; rates above refer to the full screens.

SMILES	GlmU inhibition	Mtb RmlCD inh
Cc1ccc(S(=O)(=O)NCCN2CCNC2=O)cc1	1.8%	.
COc1ccc(CC(=O)Nc2ccccc2N2CCOCC2)cc1OC	0.6%	.
CCOC(=O)CC(NS(=O)(=O)c1ccc(NC(C)=O)cc1)c1ccc(OCC)cc1 (stereo not given)	-0.1%	.
COC(=O)c1ccc(COc2ccccc2/C=C(\C#N)C(=O)Nc2ccc(C)cc2C)cc1	4.3%	7
CC(=O)c1ccc(Oc2ccc(C(C)=O)cc2)cc1	1.1%	-4
CC(=O)N1CCN(c2ccc(Oc3nc(-c4ccccc4)nc4ccccc34)cc2)CC1	-7.8%	.
CCCCN(C)S(=O)(=O)c1ccc(C(=O)N(CCN(C)C)c2nc3ccc(C)cc3s2)cc1	0.2%	-3
O=C(O)C1CCN(Cc2ccccn2)CC1	0.9%	-9
C=CCn1c(Cc2csc(N)n2)nnc1SCC(=O)OCC	-1.1%	2
C(=N\NCc1ccccc1)/c1ccc2ncccc2c1	-5.8%	.
CCC(=O)NC(=S)Nc1ccc(NC(=S)NC(=O)c2ccccc2)cc1	2.2%	8
Cc1oc(-c2cccs2)nc1CS(=O)CC(=O)NCCc1ccccc1 (stereo not given)	1.1%	3
CCCCN(C)CCNC(=O)c1c[nH]c2ccc(S(=O)(=O)N(CC)CC)cc2c1=O	.	-9
CCOc1ccc2nc(SCC(=O)Nc3ccc(S(=O)(=O)N4CCCC4)cc3)c(C)cc2c1	-3.4%	.
COC(=O)Nc1ccc(S(=O)(=O)N2CCC(C(=O)NC3CCCCC3)CC2)cc1	-2.6%	9
COc1ccccc1/C=C\C(=O)NCC(=O)N/N=C(\C)Cc1ccccc1	-1.5%	81
C/C(=C\C(=O)c1ccc(Cl)cc1Cl)N(C)C	7.0%	1
COC(C[C@H]1O[C@@H]1[C@H](O)[C@H](C)OCc1ccccc1)OC	-1.1%	.
O=C1CCC(=O)N1CC1CC2CCC1C2 (stereo not given)	-2.1%	8
Cc1cccc(-c2nnc3sc(-c4ccccc4)nn23)c1	3.5%	15
COc1ccc(NC(=O)N2CCCc3cccc(C)c32)cc1	0.3%	-43
COc1cccc(N2C(=O)CC(N3CCC(c4nc5ccccc5[nH]4)CC3)C2=O)c1 (stereo not given)	-2.7%	-9
CCCC(=O)Nc1ccc(Cl)c(NC(=O)c2ccc(Br)o2)c1	-5.1%	.
COc1cccc(-c2cc(C(=O)N3CCN(c4ncccn4)CC3)c3ccccc3n2)c1	.	6
Cc1nnc(SC(C)C(=O)Nc2ccc3c(c2)OCCO3)s1 (stereo not given)	7.4%	7

The last five records of the part above open the next one.
SMILES	GlmU inhibition	Mtb RmlCD inh
COc1ccc(NC(=O)N2CCCc3cccc(C)c32)cc1	0.3%	-43
COc1cccc(N2C(=O)CC(N3CCC(c4nc5ccccc5[nH]4)CC3)C2=O)c1 (stereo not given)	-2.7%	-9
CCCC(=O)Nc1ccc(Cl)c(NC(=O)c2ccc(Br)o2)c1	-5.1%	.
COc1cccc(-c2cc(C(=O)N3CCN(c4ncccn4)CC3)c3ccccc3n2)c1	.	6
Cc1nnc(SC(C)C(=O)Nc2ccc3c(c2)OCCO3)s1 (stereo not given)	7.4%	7
Cc1cc(C)c(C(=O)CSc2nc3ccccc3c(=O)[nH]2)cc1C	8.0%	-11
O=C(NCC(=O)N(c1cccnc1)C(C(=O)NC1CCCCC1)c1cccnc1)c1ccco1 (stereo not given)	-2.8%	8
CSCCC(NS(=O)(=O)c1ccc2c(c1)OCCO2)C(=O)NCCc1ccccn1 (stereo not given)	-0.9%	-5
CCN(C(=O)CN1CCN(c2ccc(O)cc2)CC1)c1c(N)n(Cc2ccccc2)c(=O)[nH]c1=O	2.6%	7
COc1cc([N+](=O)[O-])ccc1NC(=O)COC(=O)C=C(C)C	-0.1%	37
O=C(/C=N/O)NCCCn1ccnc1	7.6%	.
N#C/C(=C(/O)CCl)c1nnc2n1CCCCC2	3.5%	8
Cc1cc2cc3c(cc2nc1SCC(=O)N1c2ccccc2CC1C)OCO3 (stereo not given)	-4.4%	.
COc1ccc(OC)c(NC(=O)CN(c2ccc(OC)c(Cl)c2)S(C)(=O)=O)c1	-3.6%	-9
O=C(c1cn(-c2ccccc2)nc1-c1cc2ccccc2oc1=O)N1CCOCC1	2.6%	-10
COCc1cc(C)nc(OC)c1C(N)=O	-8.4%	-2
CC(=O)C1C(c2ccccc2OC(F)F)NC(=O)NC1(O)C(F)(F)F (stereo not given)	.	0
CCCCCCCC(=O)NNC(=O)Cc1ccccc1	2.2%	-3
Cc1ccc(S(=O)(=O)N2CCC(=O)N(C(COCc3ccccc3)C(C)C)CC2)cc1 (stereo not given)	2.2%	.
CCCCn1c2c(c(=N)c3ccccc31)CCC2	-7.7%	-7
CCOc1cc(C2C(C(=O)N3CCCCC3)=C(C)NC3=C2C(=O)CCC3)cc(Br)c1O (stereo not given)	5.7%	.
Oc1c(N=Nc2ccccc2)sc2ccccc12	2.6%	4
COc1ccc(CNC(=O)c2c(-c3cc(Cl)c(OC)c(Cl)c3)noc2C)cc1	1.4%	-5
O=C(N/N=C/c1ccc2ccccc2c1)c1ccc(COc2ccc3c(c2)CCC3)o1	1.4%	.
COc1ccc(C2CC(c3ccc(C)cc3)Nc3nc(N)nn32)cc1 (stereo not given)	6.7%	6
Cc1ccc(COc2ccsc2C(=O)NN)cc1	2.6%	5
COc1cc(OC)c(OC)cc1/C=N/NC(=O)C[n+]1ccccc1	2.4%	10
COc1ccc(-c2nc(N)n[nH]2)cc1	1.4%	.
O=C1Nc2ccc(S(=O)(=O)NCC3CCCO3)c3cccc1c23 (stereo not given)	2.7%	.
Cc1ccsc1C(C(=O)NC1CCCCC1)N(C(=O)Cc1cccs1)C1CC1 (stereo not given)	2.2%	.
Next entries:
SMILES	GlmU inhibition	Mtb RmlCD inh
COc1ccc(NC(=O)Cn2c(=O)n(-c3ccc(CC(=O)NCc4ccco4)cc3)c(=O)c3ccccc32)cc1	0.7%	9
CCc1ccc(NC(=O)c2cc(C(C)C)on2)cc1	3.1%	.
O=C(NCc1ccccc1)c1ccc(CN2CCOCC2)cc1	1.2%	-4
O=C(N/N=C\c1ccc2c(c1)OCO2)c1ccco1	0.5%	10
Cc1cc(N2CCN(Cc3ccc4c(c3)OCO4)CC2)n2ncnc2n1	5.3%	.
COc1ccc(NC(=O)CSCC(=O)NCCc2ccccn2)cc1	2.9%	-10
COC(=O)Cn1ncc2c(C)n(Cc3ccccc3)c(C)c2c1=O	4.4%	6
O=C(O)CC1(CC(=O)Nc2ccc3c(c2)C(=O)OC3)CCCCC1	4.6%	-11
O=C(Nc1ccccc1Cl)OC1CN2CCC1CC2 (stereo not given)	-2.1%	.
CCCn1nnnc1SCC(=O)NNC(=O)c1ccco1	1.0%	-12
COCCNC(=O)CS(=O)Cc1nc(-c2ccc(OC)cc2)oc1C (stereo not given)	-1.2%	4
O=C(COc1ccc(Cl)cc1)NC1CCSC1=O (stereo not given)	0.6%	-12
CC(C)C[C@H](N)c1nnc(S(=O)(=O)Cc2ccc(F)cc2)o1	-0.7%	.
Cc1cc(C)nc(NC=C2C(=O)OC(C)(C)OC2=O)n1	4.8%	-2
CSc1ccc(/C=C(/NC(=O)c2ccccc2)C(=O)N2CCN(C)CC2)cc1	6.4%	-1
Cc1ccc2[nH]c3c(c2c1)CCCC3=O	6.4%	2
Cc1nc(CN2CCN(C(=O)c3ccc(Br)cc3)CC2)cs1	-3.4%	.
CC(=O)Oc1cccc(-c2nc3ccccc3c(=O)o2)c1	1.8%	-2
CCn1c(COc2cccc(OC)c2)nnc1SCC(=O)Nc1ccccc1C(=O)OC	-0.6%	.
COc1nc(Nc2ccc(C(C)C)cc2)nc(OC)n1	3.0%	.
O=C(OCc1cc([N+](=O)[O-])cc2c1OCOC2)c1ccccn1	-2.2%	5
CCOc1cccc2sc(=NC(=O)c3ccc(S(=O)(=O)N4CCOCC4)cc3)n(C)c12	8.1%	.
Cc1ccc(C(=O)c2c(NC(=O)c3cccnc3)sc3c2CCCC3)cc1	.	10
Cc1cccc(-n2ncc3c(NCc4ccccn4)ncnc32)c1	1.9%	-1
C/C=C1\C(OC2OC(CO)C(O)C(O)C2O)OC=C(C(=O)OC)C1CC(=O)OCC1C(C)C(OC(=O)CC2C(C(=O)OC)=COC(OC3OC(CO)C(O)C(O)C3O)/C2=C\C)CC1C(CO)CO (stereo not given)	4.0%	-14

Full records, quoted from the list. Screens in order: GlmU inhibition, Mtb RmlCD inh
CCc1ccc(NC(=O)c2cc(C(C)C)on2)cc1 reads 3.1%, .
Cc1nc(CN2CCN(C(=O)c3ccc(Br)cc3)CC2)cs1 reads -3.4%, .
CCn1c(COc2cccc(OC)c2)nnc1SCC(=O)Nc1ccccc1C(=O)OC reads -0.6%, .

The results go on.
SMILES	GlmU inhibition	Mtb RmlCD inh
CCCn1c(=N)c(C(=O)NCC2CCCO2)cc2c(=O)n3cccc(C)c3nc21 (stereo not given)	5.4%	109*
O=C(Nc1ccc(N2CCOCC2)cc1)C1CCCN(S(=O)(=O)c2cccc(C(F)(F)F)c2)C1 (stereo not given)	-1.3%	.
COc1cccc(/C=N/Nc2ncnc(N)c2[N+](=O)[O-])c1OC	3.4%	30
O=C(CC12CC3CC(CC(C3)C1)C2)NC(=S)N1CCCCC1	2.5%	-3
Fc1ccc(CCNCc2ccc(Br)cc2)cc1	-1.1%	0
N#Cc1c(C(F)(F)F)cc(-c2ccc(Cl)cc2)nc1SCC(=O)O	-2.1%	6
NC(=O)c1ccsc1NC(=O)COC(=O)C1CCCN1C(=O)c1cccs1 (stereo not given)	1.0%	-7
COc1cc(OC)cc(-c2nnc(SCC(=O)N3CCCC3)o2)c1	2.7%	10
S=C1NC2(CCS1)Oc1ccccc1C1CC(c3ccccc3)=NN12 (stereo not given)	-6.7%	30
COc1ccc(/C=N/NC(=O)c2ccncc2)cc1CN1CCCc2ccccc21	-2.4%	5
CN(C(=O)COC(=O)c1ccc(Cl)cc1N)C1CCS(=O)(=O)C1 (stereo not given)	2.0%	.
CC1(C)C2CCC1(C)C(NC1=NCCC1)C2 (stereo not given)	1.1%	.
COc1ccc(Cn2c(C)cc3c(c2=O)C(c2cccs2)C(C#N)=C(N)O3)cc1OC (stereo not given)	-2.0%	-3
c1ccc(Cn2c(CNc3nc4ccccc4n3CCN3CCOCC3)nc3ccccc32)cc1	3.3%	-2
NC(=O)C1(N2CCCCC2)CCN(C(=S)Nc2ccccc2)CC1	1.3%	5
CC(Oc1ccc(Cl)cc1Cl)C(=O)NC1CCSC1=O (stereo not given)	-6.9%	.
CCN(CC)c1ccc(NC(=O)COC(=O)COc2ccccc2[N+](=O)[O-])cc1	1.8%	.
CCc1nnc(NC(=O)c2cc(S(=O)(=O)N3CCOCC3)ccc2N2CCCCC2)s1	-0.1%	-10
CCCOc1ccc(C(=O)Nn2c(C)nc3ccccc3c2=O)cc1	-1.4%	-2
O=C(CCSCc1cccc(Cl)c1)NCCc1ccccc1	0.8%	2
CCOC(=O)CC(=O)Nc1ccc(C)cc1	.	5
COc1ccc(N2C(=O)C3CCCN3C2c2cccc(Br)c2)cc1 (stereo not given)	4.4%	.
COc1ccc2[nH]c(C)c(CCN3C(=O)OC(C)(C)C3(C)O)c2c1 (stereo not given)	-5.5%	5
COc1ccc(C#Cc2c(-c3ccc(OC)cc3)oc3ccc(-c4ccc5c(c4)OCO5)cc23)cc1	0.4%	.
Cc1ccc(S(=O)(=O)N/N=C/c2ccc3nccnc3c2)cc1	1.2%	-10

Some of the entries so far, with bars between the fields.
structure | GlmU inhibition | Mtb RmlCD inh
CC(Oc1ccc(Cl)cc1Cl)C(=O)NC1CCSC1=O (stereo not given) | -6.9% | .
CCN(CC)c1ccc(NC(=O)COC(=O)COc2ccccc2[N+](=O)[O-])cc1 | 1.8% | .

Additional entries:
SMILES	GlmU inhibition	Mtb RmlCD inh
CCOc1ccc(C(=O)N2CCCCCC2)cc1	0.5%	4
COc1cc(C=C2C(=O)NC(=O)NC2=O)cc(OC)c1OC	2.1%	?
C#CCn1cc[n+](CC(=O)N(C)C)c1	-5.2%	.
CC(=O)c1ccc(Nc2cc(C)nc3ccc(C)cc23)cc1	0.9%	3
O=C(CC1CCCCC1)Nc1ccccc1-c1ccccc1	0.1%	.
CCOC(=O)c1cc(-c2ccc(/C=N\n3cnnc3)o2)ccc1Cl	-0.1%	102
Cc1c(C(=O)C(=O)N2CCC3(CC2)OCCO3)c2ccccc2n1C	-1.8%	-8
CN(C)CCCN(C(=O)/C=C/c1cccs1)c1nc2ccc(F)cc2s1	-9.2%	7
O=C(O)c1cccc(CN2C(=O)SC(Nc3ccccc3)C2=O)c1 (stereo not given)	2.4%	-12
Cc1nn2c(NCCN3CCOCC3)c3c(nc2c1-c1ccccc1)CCCC3	-0.8%	5
CCO[C@H]1OC(C(=O)Nc2ccccc2)=C[C@@H](c2cn(C(C)=O)c3ccccc23)[C@@H]1CCCO	0.4%	.
CCCc1nc2c(sc3nc4c(cc32)COC(C)(C)C4)c(=O)n1CCN(C)C	-4.4%	-5
CCOC(=O)N1CCN(c2c(Nc3ccc4c(c3)OCCO4)c(=O)c2=O)CC1	7.2%	-2
CC1CCc2c(sc(NC(=O)Cn3cnc([N+](=O)[O-])n3)c2C(N)=O)C1 (stereo not given)	-4.7%	-4
O=C(c1ccc(CS(=O)(=O)c2ccc(Br)cc2)o1)N1CCN(c2ncccn2)CC1	3.4%	6
COc1ccc2c(c1)c(CC(=O)Nc1nnc(C3CC3)s1)c(C)n2C(=O)c1ccc(Cl)cc1	11%	.

An excerpt from above in order of number of heavy atoms, lowest first:
SMILES	GlmU inhibition	Mtb RmlCD inh
CCOc1ccc(C(=O)N2CCCCCC2)cc1	0.5%	4
COc1cc(C=C2C(=O)NC(=O)NC2=O)cc(OC)c1OC	2.1%	?
O=C(O)c1cccc(CN2C(=O)SC(Nc3ccccc3)C2=O)c1 (stereo not given)	2.4%	-12
